Assay outcomes: PubChem, Johns Hopkins Ion Channel Center
RGS4 inh: human RGS4 inhibition; P49798; HEK293 M3R/RGS4 inducible, Fluo-4 calcium flux; stronger effect = higher value; triggered by carbachol at its EC20; B-score at 10 µM; 310,000 tested, 0.45% active; AID 463165;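 active = B-score, a plate-corrected calcium signal, over three deviations above library mean, with baseline fluorescence within five deviations of library mean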;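 note: RGS4 expression induced by doxycycline in cells with stable M3 receptor; B-score is computed from the integrated fluorescence ratio over baseline after carbachol; higher B-score means a larger calcium signal and so more RGS4 inhibition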
Target sequence (P49798 whole entry, looked up): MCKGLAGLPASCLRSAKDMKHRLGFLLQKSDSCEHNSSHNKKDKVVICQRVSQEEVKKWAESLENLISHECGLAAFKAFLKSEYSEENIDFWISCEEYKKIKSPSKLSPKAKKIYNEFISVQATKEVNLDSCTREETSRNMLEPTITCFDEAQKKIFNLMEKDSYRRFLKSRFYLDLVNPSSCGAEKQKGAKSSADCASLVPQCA
TMEM16A inh: mouse TMEM16A channel inhibition, primary screen; normalized B-score (activity score, 25-100; higher = stronger inhibition) at 10 µM; HEK293 TMEM16A/YFP iodide influx fluorescence, ionomycin; Q8BHY3; 310,000 tested, 1.2% active;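 active = ratio plate-corrected score three or more library SD toward inhibition, starting fluorescence score within five deviations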;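 note: score derived from kinetic fluorescence span divided by baseline fluorescence per well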
TRPC4 block: TRPC4 (mouse) channel inhibition | HEK293 TRPC4beta/mu-opioid, DAMGO-evoked Fluo4 calcium flux; stronger effect = lower value | 300,000 tested, 0.39% active | Q9QUQ5 | B-score at 10 µM;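 active = B-score over 3 SD under the library average, no early fluorescence shift, positive overall ratio signal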
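material = TRPC4beta/mu-opioid receptor HEK293 cell line | probe or stimulus = sequential submaximal and maximal DAMGO stimulation | compound dosing = one concentration per compound | measured by = Fluo4 Ca2+ flux fluorescence | evaluation = integrated fluorescence ratio relative to baseline, converted to per-well B score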
TRPC4 agonist: TRPC4 (mouse) channel activation; HEK293 TRPC4beta/mu-opioid, Fluo4 calcium fluorescence; stronger effect = higher value; B-score at 10 µM; Q9QUQ5; AID 2237; 310,000 tested, 0.49% active;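 active = B-score above 5 SD of library B-scores, and initial fluorescence ratio not above library mean plus 5 SD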;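 note: positive B-score marks a calcium rise read as TRPC4 activation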
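Assay system – TRPC4beta and mu-opioid receptor HEK293 stable cells · Measured by – Fluo4 fluorescence, kinetic · Schedule – dye loading 45 min room temperature, 110 s kinetic read · Read-out – B-scored integrated calcium fluorescence ratio · Controls – buffer and maximal DAMGO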
MrgX1 allo act: allosterically activates human MrgX1 receptor signaling; MrgX1-HEK293, Fluo-4 calcium flux, FDSS; stronger effect = higher value; 310,000 tested, 0.63% active; Q96LB2; B-score at 10 µM;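 active = plate-corrected calcium response at least 3 library SD above typical, normal starting fluorescence, not activating the receptor alone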;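 note: compound read alongside a low EC10 to EC30 dose of BAM8-22 agonist; peak minus trough fluorescence over baseline measured at the second addition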
Target sequence (Q96LB2 whole entry, looked up): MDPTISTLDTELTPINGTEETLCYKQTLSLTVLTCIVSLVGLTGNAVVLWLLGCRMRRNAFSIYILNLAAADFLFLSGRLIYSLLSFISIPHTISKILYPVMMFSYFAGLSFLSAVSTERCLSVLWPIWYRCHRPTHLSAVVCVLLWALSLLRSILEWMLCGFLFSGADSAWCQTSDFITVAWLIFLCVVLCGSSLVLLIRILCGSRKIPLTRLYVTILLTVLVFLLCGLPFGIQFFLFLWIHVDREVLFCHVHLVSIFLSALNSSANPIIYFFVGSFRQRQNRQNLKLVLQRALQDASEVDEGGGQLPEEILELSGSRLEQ
MrgX1 agonist: agonists of human MrgX1 receptor; MrgX1-HEK293 cells, Fluo-4 calcium fluorescence, agonist mode; stronger effect = higher value; B-score at 10 µM; 310,000 tested, 0.44% active; AID 588627;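 active = calcium response B-score plate-corrected fluorescence ratio at least 3 library SD, with starting fluorescence B-score inside 5 SD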
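Assay system: MrgX1-expressing HEK293 cells / Amount: fifteen thousand cells per well / Doses: test compound in the initial addition of three / Timing: cells plated overnight, dye loaded 0.5 h 37 °C, 0.5 h room temperature / Technique: kinetic calcium dye fluorescence, Fluo-4 NW / Control set: positive and negative controls per plate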
TRPC4 PAM: TRPC4 (mouse) allosteric potentiation | 310,000 tested, 0.42% active | AID 2227 | B-score at 10 µM | HEK293 TRPC4beta/mu-opioid, DAMGO EC20, Fluo-4 Ca2+ flux; stronger effect = higher value | Q9QUQ5;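 active = B-score of calcium response area above 5 SD of library B-scores, with initial fluorescence ratio within 5 SD of library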;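 note: B-score of integrated fluorescence ratio over time as area under calcium response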
TRPC6 act: activators of mouse TRPC6 channel; 310,000 tested, 0.13% active; Q61143; HEK293-TRPC6 membrane potential dye fluorescence; stronger effect = higher value; AID 2550; B-score at 10 µM;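 active = B-score of the integrated fluorescence ratio above library mean plus 3 SD, and starting fluorescence ratio within library mean plus 5 SD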;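 note: higher score means more depolarization so channel activation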
TRPC6 inhibitor: mouse TRPC6 channel inhibition; HEK293-TRPC6, membrane potential dye, ACh-evoked depolarization; stronger effect = lower value; Q61143; 310,000 tested, 1.1% active; B-score at 10 µM;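 active = B-score under library mean minus 3 SD, initial fluorescence not abnormally high, positive integrated signal ratio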;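 note: B-score derived from integrated fluorescence ratio over the kinetic read; more negative B-score means stronger inhibition of depolarization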
MrgX1 antagonist: antagonists of human MrgX1 receptor; Q96LB2; MRGX1-HEK293 calcium flux, Fluo-4, BAM8-22 antagonism; stronger effect = lower value; B-score at 10 µM; 310,000 tested, 1.3% active; AID 588676;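 active = calcium-response B-score plate-corrected more than 3 library SD below zero, starting fluorescence within 5 deviations, no agonist response on first addition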;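 note: peak minus trough fluorescence over baseline after final BAM8-22 challenge near maximal dose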
TMEM16A act: activators or potentiators of mouse TMEM16A chloride channel; B-score at 10 µM; HEK293 TMEM16A/YFP-H148Q/I152L, iodide quench fluorescence; stronger effect = lower value; 340,000 tested, 0.3% active; AID 623877;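 active = fluorescence-ratio B-score plate-corrected deviation score at least 3 library SD below zero, with starting fluorescence score within 5 deviations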;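 note: channel opened by trigger with iodide after compound preincubation; score built on the fluorescence ratio of max minus min over baseline; more negative score means more quench and so TMEM16A activation or potentiation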
* = called active by the depositor; i = inactive; . = no result given. This is a random part of the collection; about 5.8% have a hit in one of these screens.

| SMILES | RGS4 inh | TMEM16A inh | TRPC4 block | TRPC4 agonist | MrgX1 allo act | MrgX1 agonist | TRPC4 PAM | TRPC6 act | TRPC6 inhibitor | MrgX1 antagonist | TMEM16A act |
| --- | --- | --- | --- | --- | --- | --- | --- | --- | --- | --- | --- |
| CC(C)(C)c1ccc(C(=O)NCc2ccccc2)cc1 | i | i | i | i | i | i | i | i | i | i | i |
| CCOC(=O)NC(=O)/C(C#N)=N\Nc1ccc(Cl)cc1 | i | i | i | i | i | i | i | i | i | i | i |
| O=C(COc1ccc(F)cc1)c1ccc2c(c1)CCCC2 | i | 100* | i | i | i | i | i | i | i | i | i |
| Cc1cccc(NC(=O)CSc2ncnc3sc(C)c(C)c23)n1 | i | i | i | i | i | i | i | i | i | i | i |
| COc1ccc(C(=O)N2CCN(C)C(=O)[C@@H]2C)cc1OC1CCN(C(C)C)CC1 | i | i | i | i | i | i | i | i | i | i | i |
| O=C(Nn1cnnc1)c1ccc(Cl)c([N+](=O)[O-])c1 | i | i | i | i | i | i | i | i | i | i | i |
| COc1cccc(/C=N/NC(=O)C(C)Cn2cnc3ccccc32)c1 (configuration not stated) | i | i | i | i | i | i | i | i | i | i | i |
| CCOc1ccc(C(=O)CCC(=O)N2CCN(c3ncccn3)CC2)cc1 | i | i | i | i | i | i | i | i | i | i | i |
| O=[N+]([O-])c1ccc(S(=O)(=O)NNC(=S)NCCc2ccccc2)cc1 | i | i | i | i | i | i | i | i | i | i | i |
| O=[N+]([O-])c1cc(S(=O)(=O)N2CCCCC2)ccc1NCCCN1CCOCC1 | i | i | i | i | i | i | i | i | i | i | i |
| COc1cc(C2NC(=O)NC(C)=C2C(=O)OC2CCCCC2)cc(Cl)c1O (configuration not stated) | i | i | i | i | i | i | i | i | i | i | i |
| COc1ccc(S(=O)(=O)NCC(=O)NCc2cc(=O)n(C)c(=O)n2C)cc1 | i | i | i | i | i | i | i | i | i | i | i |
| COc1ccc(C(=O)Nc2nncs2)c(OC)c1 | i | i | i | i | i | i | i | i | i | i | i |
| COCCn1c(SCC(=O)Nc2cccc(OC)c2)nc2c(oc3ccccc32)c1=O | i | i | i | i | i | i | i | i | i | i | i |
| Cc1cc(C(F)F)n2nc(C(=O)Nc3cc(C)on3)nc2n1 | i | i | i | i | i | i | i | i | i | i | i |
| CCCNC(=O)c1onc(CSc2ccccc2)c1C(=O)NCCC | i | i | i | i | i | i | i | i | i | i | i |
| CCc1oc2ccccc2c1C(=O)CCN1CCCCC1 | i | i | i | i | i | i | i | i | i | i | i |
| COc1ccc(-c2nnn3c2nc(NCc2ccccc2)c2ccccc23)cc1 | i | i | i | i | i | i | i | i | i | i | i |
| CCOc1ccccc1CN1CCN(CC2CC2)CC1CCO (configuration not stated) | i | i | i | i | i | i | i | i | i | i | i |
| Cc1ccc(C)c(N2CCN(C(=O)CN3C(=S)NC(C)(C)CC3C)CC2)c1 (configuration not stated) | i | i | i | i | i | i | i | i | i | i | i |
| COc1ccc(CCNC(=O)CCNS(=O)(=O)c2cccc(Cl)c2)cc1OC | i | i | i | i | i | i | i | i | i | i | i |
| COc1ccccc1N1CCN(C(=O)c2ccc3[nH]c(C)c(C)c3c2)CC1 | i | i | i | i | i | i | i | i | i | i | i |
| O=C(O)CCn1cc(/C=N/O)c(-c2cccc([N+](=O)[O-])c2)n1 | i | i | i | i | i | i | i | i | i | i | i |
| CCCC(=O)NCCCc1nc2ccccc2n1C(C)C | i | i | i | i | i | i | i | i | i | i | i |
| O=C(CSc1nnc(CNC(=O)c2cccc(C(F)(F)F)c2)o1)NCc1ccco1 | i | i | i | i | i | i | i | i | i | i | i |
| Cc1nc(-c2ccccc2)nc(Cl)c1Cl | i | i | i | i | i | i | i | i | i | i | i |
| O=C1/C(=C/c2ccccn2)SC(=S)N1N1CCOCC1 | i | i | i | i | i | i | i | i | i | i | i |
| C=CCn1c(COc2ccccc2)nnc1SCC(=O)Nc1ccc2c(c1)OCCO2 | i | i | i | i | i | i | i | i | i | i | i |
| COc1cccc(-c2nc(CS(=O)CC(=O)NCc3ccc(F)cc3)c(C)o2)c1 (configuration not stated) | i | i | i | i | i | i | i | i | i | i | i |
| COc1cc(/C=C2/C(=N)N3N=C(CC(=O)N4CCOCC4)SC3=NC2=O)ccc1OCc1ccccc1F | i | i | i | i | 16.9* | i | i | i | i | i | i |
| Cn1c(-c2cc3ccc(OC(=O)C(C)(C)C)cc3oc2=O)nc2ccccc21 | i | i | i | i | i | i | i | i | i | i | i |
| Cc1cc2oc(=O)cc(COC(=O)c3n[nH]c4ccccc34)c2cc1C | i | i | i | i | i | i | i | i | i | i | i |
| CCOC(=O)c1n[nH]c(=O)c2ccccc12 | i | i | i | i | i | i | i | i | i | i | i |
| OC1(c2cccc(C(F)(F)F)c2)CCN(c2ccc(-c3ccccc3)nn2)CC1 | . | i | . | . | i | i | . | . | . | i | i |
| COc1ccc(OCC(O)CNC(=O)c2c(-c3ccccc3)noc2C)cc1 (configuration not stated) | i | i | i | i | i | i | i | i | i | i | i |
| COc1ccc(-c2cn(-c3ccc(Br)cc3)c3[n+]2CCS3)cc1 | i | i | i | i | i | i | i | i | -5.93* | i | i |
| O=C(NCCS(=O)(=O)c1ccc(Cl)cc1)c1ccc(F)cc1 | i | i | i | i | i | i | i | i | i | i | i |
| COc1cc2c(cc1OC)C(C)N(C(=O)c1cc3c(C)cc(C)cc3[nH]1)CC2 (configuration not stated) | i | i | i | i | i | i | i | i | i | i | i |
| Cc1c(NC(=O)c2ccc(CN3CCc4ccccc4C3)cc2)c(=O)n(-c2ccccc2)n1C | i | i | i | i | i | i | i | i | i | i | i |
| Cc1nc([N+](=O)[O-])nn1C12CC3CC(CC(Br)(C3)C1)C2 | i | i | i | i | i | i | i | i | i | i | i |
| COc1ccc2cc(CCl)c(Cl)nc2c1 | i | i | i | i | i | i | i | i | i | i | i |
| O=C(c1ccc(S(=O)(=O)N2CCCCC2)cc1)N(c1ccccn1)C1CCCCC1 | i | i | i | i | i | i | i | i | i | i | i |
| Cc1ccc(N2C(=O)c3ccccc3C2C(=O)c2ccc(C)c(C)c2O)cc1 (configuration not stated) | i | i | i | i | i | i | i | i | i | i | i |
| COc1ccc(NC(=S)NCCc2ccccc2OC)c(OC)c1 | i | i | i | i | i | i | i | i | i | i | i |
| O=c1cc(CSc2nnc(Nc3ccccc3)s2)nc2sccn12 | . | i | . | . | i | i | . | . | . | i | i |
| CCOc1ccc(NS(=O)(=O)c2ccc(NC(=O)c3cccnc3)c(OC)c2)cc1 | i | i | i | i | i | i | i | i | i | i | i |
| COc1ccc(NS(=O)(=O)c2ccc(N3CCOCC3)c(NC(=O)c3ccc(OC)cc3)c2)cc1 | i | i | i | i | i | i | i | i | i | i | i |
| CC(CN1CCCC1)OC(=O)C(c1ccccc1)c1ccccc1 (configuration not stated) | i | i | i | i | i | i | i | i | i | i | i |
| CC(NC(=O)NC(=O)c1cccc([N+](=O)[O-])c1)C1CC1 (configuration not stated) | i | i | i | i | i | i | i | i | i | i | i |
| CCOC(=O)N1CCC(NC(=O)c2cc(COc3ccc(F)cc3Cl)on2)CC1 | i | i | i | i | i | i | i | i | i | i | i |
| Cc1cc(C)n2nc(C(=O)N3CCN(Cc4ccc5c(c4)OCO5)CC3)nc2n1 | i | i | i | i | i | i | i | i | i | i | i |
| O=C(/C=C1\NC2(CCCC2)Cc2ccccc21)C(=O)N/N=C/c1ccccc1O | i | i | i | i | i | i | i | i | i | i | i |
| Cc1ccc(NC(=S)NNC(=O)CSc2nnc(-c3ccc(Cl)cc3)n2C2CCCCC2)cc1 | i | i | i | i | i | i | i | i | i | i | i |
| COc1ccccc1-n1cnnc1SC(C)C(=O)Nc1cccc([N+](=O)[O-])c1 (configuration not stated) | i | i | i | i | i | i | i | i | i | i | i |
| Cc1cc([N+](=O)[O-])nn1CC(=O)N1c2ccccc2CC1C (configuration not stated) | i | i | i | i | i | i | i | i | i | i | i |
| COc1ccc(Cl)cc1S(=O)(=O)NC1CC(C)(C)NC(C)(C)C1 | i | i | i | i | i | i | i | i | i | i | i |
| CCOc1ccc(NC(=S)NCc2ccc3[nH]c(C)cc3c2)cc1 | i | i | i | i | i | i | i | i | -8.05* | i | i |
| COCC(C)NC(=O)CSc1nc2ccccc2c(=O)n1CCc1ccc(S(N)(=O)=O)cc1 (configuration not stated) | i | i | i | i | i | i | i | i | i | i | i |
| CCCCCn1nc(C(=O)N(CCOC)c2c(N)n(CCCC)c(=O)[nH]c2=O)c2ccccc2c1=O | i | i | i | i | i | i | i | i | i | i | i |
| Cc1c(NC(=O)C(C)OC(=O)c2ccc(NC(=O)CC#N)cc2)c(=O)n(-c2ccccc2)n1C (configuration not stated) | i | i | i | i | i | i | i | i | i | i | i |

(listing goes on)
| SMILES | RGS4 inh | TMEM16A inh | TRPC4 block | TRPC4 agonist | MrgX1 allo act | MrgX1 agonist | TRPC4 PAM | TRPC6 act | TRPC6 inhibitor | MrgX1 antagonist | TMEM16A act |
| --- | --- | --- | --- | --- | --- | --- | --- | --- | --- | --- | --- |
| CN(Cc1ccccc1)S(=O)(=O)c1csc(C(N)=O)c1 | i | i | i | i | i | i | i | i | i | i | i |
| Cc1nnc(NC(=O)c2ccccc2F)s1 | i | i | i | i | i | i | i | i | i | i | i |
| Cc1[nH]c2ccccc2c1C(=O)CN1CCN(c2ccc(Cl)cc2)CC1 | i | i | i | i | i | i | i | i | i | i | i |
| CC(=O)Nc1nnc(CCS(=O)(=O)c2ccc(C)c(C)c2)s1 | i | i | i | i | i | i | i | i | i | i | i |
| O=C(CSc1nc2ccccc2[nH]1)Nc1ccccc1F | i | i | i | i | i | i | i | i | i | i | i |
| O=C(Nc1ccc2c(c1)OCO2)C1CCCN(S(=O)(=O)Cc2ccccc2)C1 (configuration not stated) | i | i | i | i | i | i | i | i | i | i | i |
| Nc1cc2c(cc1C(=O)c1ccccc1F)OCCO2 | i | i | i | i | i | i | i | i | i | i | i |
